NCI-60 one-dose screen, 48 h, at 10 µM unless noted. Numbers give growth in % (100 = growth as untreated, 0 = no growth, -100 = all killed).
DU-145: DU-145 prostate cancer; hit rate 4.2% among 81,000; AID 1794760
SF-295: SF-295 CNS cancer cells; hit rate 5.6% among 79,000
SF-539: SF-539 CNS cancer; hit rate 6.8% among 81,000
SF-268: SF-268 CNS cancer cells; hit rate 3.1% among 82,000
OVCAR-8: OVCAR-8 ovarian cancer; hit rate 4.4% among 81,000
U251: U251 CNS tumor cells; hit rate 5.4% among 80,000
PC-3: PC-3 prostate cancer cells; hit rate 3.9% among 80,000
OVCAR-3: OVCAR-3 ovarian cancer. hit rate 7% among 79,000
SNB-19: SNB-19 CNS cancer cells. hit rate 2.5% among 81,000. AID 1794751
* = called active by the depositor; · = not tested or not shown; & = joins results of further samples. How the source made its calls: active means growth percent below 10; inactive means the rest.

Results follow in this order: DU-145, SF-295, SF-539, SF-268, OVCAR-8, U251, PC-3, OVCAR-3, SNB-19
1) O=C(O)C#CCC(O)CCc1ccccc1 (configuration not stated)
  108, 104, 100, 102, 111, 103, 100, 109, 107
2) O=c1[nH]c(Cc2ccccc2)c(Br)c(=O)[nH]1
  112, 96, 100, 110, 102, 101, 94, 118, 97
3) O=C(Cc1ccccc1)NC1CCCCC1
  111, 94, 94, 101, 102, 105, 105, 103, 100
4) CC(C(=O)N1CCN(c2ccc(Cl)c(Cl)c2)CC1)c1ccc(NS(=O)(=O)c2ccccc2)cc1 (configuration not stated)
  96, 84, 86, 91, 83, 79, 53, 87, ·
5) COc1cc2c(cc1OC)C1=NN(C(=O)Nc3ccc(C)cc3C)C(c3ccccc3Cl)C1C2 (configuration not stated)
  95, 93, 96, 96, 95, 80, 81, 88, 88
6) Oc1ccccc1-c1nc2c3ccccc3c3ccccc3c2[nH]1
  110&119, 74&117, 78&94, 83&98, 60&96, 73&97, 67&88, 74&101, 108&101
7) O=C1N(Cc2cccc(F)c2)c2ccccc2S(=O)(=O)N1c1cccnc1Cl
  99, 107, 102, 108, 96, 107, 89, 118, 96
8) Cc1nc2c(ccc3ccccc32)s1
  123, 104, 100, 116, 94, 99, 100, 121, 107
9) C=CCONC(=O)Oc1ccccc1
  134, 113, 92, 129, 98, 101, 91, 148, 100
10) COc1cc(CO)ccc1O
  113, 115, 97, 104, 112, 108, 92, 109, 102
11) CN1C(=O)[C@H]2c3c1cccc3[C@@]1(N)C(=O)[C@H](CCC1(C)C)C2(C)C
  116, 97, 101, 96, 100, 97, 82, 104, 86
12) C=CCSc1nc(-c2cnccn2)cc(-c2cccs2)c1C#N
  84, 56, 89, 89, 84, 77, 80, 97, 76
13) NC(=O)NC(=O)c1nccnc1C(=O)O
  136, 113, 106, 131, 97, 100, 107, 125, 104
14) CS(=O)(=O)c1ccc(/C(=N\NC(N)=S)c2ccccc2)cc1
  106, 103, 97, 101, 103, 107, 100, 110, 95
15) CCCCC1CCCCC1
  108, 104, 92, 99, 102, 96, 98, 104, 108
16) COc1cc2c3c(c(=O)oc2cc1OS(C)(=O)=O)CCCCCC3
  99, 82, 81, 95, 89, 92, 98, 90, 91
17) COc1ccc(OC)c(/C=C/C(=O)C2=NN(c3ccc(Cl)cc3)[C@H](c3cc(OC)ccc3OC)CC2=O)c1
  118, 101, 104, 105, 109, 105, 105, 115, 96
18) NS(=O)(=O)c1cc2c(cc1C(F)(F)F)NCNS2(=O)=O
  109, 106, 99, 105, 97, 98, 104, 114, 106
19) C/C(=N\Nc1cc(C)c2cc(C)ccc2n1)c1ccccn1
  21, ·, -92*, -4.4*, -60*, -100*, 15, -41*, 21
20) COc1ncnc2c1ncn2CC#CCCl
  118, ·, 104, 103, 103, 78, 96, 115, 102
21) Cc1nc2sc(C(=O)Nc3cccc(Cl)c3C)c(N)c2cc1C(O)c1ccccc1 (configuration not stated)
  11, 27, 0.1*, 24, 12, 9.6*, 20, 4.1*, 35
22) O=C(O)C(O)C(O)C(O)C(O)C(O)C(O)CO (configuration not stated)
  112, ·, 108, 117, 101, 106, 120, 116, 117
23) Cc1ccc(-c2nc3ccc(C(=O)N=Nc4c(O)[nH]c5ccc([N+](=O)[O-])cc45)cc3[nH]2)cc1
  48, 94, 53, 60, 75, 5.9*, 61, 22, 55
24) CCOP(=O)(O)OP(=O)(O)OCC
  105, ·, 105, 100, 119, 105, 104, 105, 106
25) Clc1ccc(-c2nc(CSc3ccccn3)cs2)cc1
  110, 106, 102, 97, 104, 88, 88, 103, 87
26) CCCCCCCCCCCCCCCCN(CC)CC
  -48*, -93*, -98*, -35*, -38*, -67*, 0.9*, -59*, -88*
27) COc1ccccc1-n1cc(C#N)c(N)c1C(=O)c1ccc(Br)cc1
  97, 45, 83, 89, 91, 67, 63, 73, 71
28) COc1ccc2[nH]cc(C(c3ccc(Cl)cc3)N3CCCC3)c2c1 (configuration not stated)
  101, 94, 98, 92, 95, 92, 75, 100, 105
29) CN1CCCN(C(c2ccccc2)c2ccc(Cl)cc2)CC1 (configuration not stated)
  107, 92, 97, 82, 105, 97, 86, 104, 117
30) CC(C)(C)CC(C)(C)Nc1c(-c2cccc(C#N)c2)nc2cnccn12
  95, 85, 93, 92, 86, 88, 83, 99, 90

The final 3 compounds of the section before come first, to join the parts:
Results follow in this order: DU-145, SF-295, SF-539, SF-268, OVCAR-8, U251, PC-3, OVCAR-3, SNB-19
28) COc1ccc2[nH]cc(C(c3ccc(Cl)cc3)N3CCCC3)c2c1 (configuration not stated)
  101, 94, 98, 92, 95, 92, 75, 100, 105
29) CN1CCCN(C(c2ccccc2)c2ccc(Cl)cc2)CC1 (configuration not stated)
  107, 92, 97, 82, 105, 97, 86, 104, 117
30) CC(C)(C)CC(C)(C)Nc1c(-c2cccc(C#N)c2)nc2cnccn12
  95, 85, 93, 92, 86, 88, 83, 99, 90
31) O=S(=O)(c1ccccc1)N1CCCN(c2nc(-c3ccccc3)nc3nc(-c4ccccc4)oc23)CC1
  119, 105, 104, 111, 104, 107, 105, 117, 101
32) CC(C)(C)OC(=O)N1C=C/C(=C/Cn2cc(-c3ccccc3)nn2)CC1
  91&90, 68&62, 80&83, 85&86, 77&74, 89&91, 88&81, 87&91, 77&75
33) CN(C)CCCn1c2c(c3cc(-c4cccc(S(N)(=O)=O)c4)ccc3c1=O)C(=O)c1ccccc1-2
  68, 51, 81, 52, 56, 47, 67, 88, 65
34) COc1cc2c(c(OC)c1OC)CCC(c1cccc(C(=O)Nc3cccc(Cl)c3)c1)O2 (configuration not stated)
  81, 65, 78, 72, 75, 72, 34, 85, 77
35) Nc1cccc2cccc(O)c12
  99, 94, 109, 96, 87, 70, 70, 87, 99
36) Nc1ccc2c(c1)NCC2
  98, 108, 103, 98, 99, 100, 95, 102, 96
37) Cc1[nH]n(-c2ccccc2)c(=O)c1C=NC(=S)C(N)=S
  106, 98, 106, 100, 100, 100, 86, 108, 97
38) NS(=O)(=O)c1ccc(Nc2nc(N/N=C/c3cn[nH]c3-c3ccccc3)nc(Nc3ccccc3)n2)cc1
  106, 105, 101, 102, 112, 109, 96, 106, 97
39) COc1cc(C2=NN(c3ccccc3)C(c3sc(N(C)Cc4ccccc4)nc3Cl)C2)cc(OC)c1OC (configuration not stated)
  102, 98, 103, 87, 102, 98, 94, 102, 104
40) O=C(NCc1ccc(Cl)cc1Cl)C1CCC(=O)N1c1cccs1 (configuration not stated)
  108, 91, 94, 100, 94, 89, 87, 108, 100
41) OCC(O)CO
  115, ·, ·, ·, 100, ·, 88, 116, ·
42) CCCCCC(C)NCCOC(=O)c1ccc([N+](=O)[O-])cc1 (configuration not stated)
  120, 96, 95, 113, 102, 97, 100, 99, 93
43) Cc1ccc(N=Nc2c(O)c(C(=O)O)cc3ccccc23)c(S(=O)(=O)O)c1
  105, 97, 95, 101, 105, 103, 92, 108, 106
44) CCC(C)Nc1ccc(N)cc1 (configuration not stated)
  32, 11, 48, 47, ·, 10, 6.0*, -43*, 31
45) CCSc1nc(-c2cc(OC)ccc2OC)cc(-c2ccc(Cl)cc2)c1C#N
  77, 51, 52, 68, 60, 76, 61, 88, 67
46) CCCNC(=S)N/N=C(\C)c1ccccn1
  34, ·, 24, 39, 25, 22, 27, 41, 38
47) CC1(C)NCCC[C@]2(C)[C@H]3CC=C4[C@@H]5C[C@](C)(C(N)=O)CC[C@]5(C)CC[C@@]4(C)[C@]3(C)CC[C@@H]12
  92, 101, 87, 81, 96, 77, 69, 89, 101
48) CCCCCCCC[C@@H]1C=CC(=O)N1CCCCCCC(=O)OC
  107, 102, 106, 101, 100, 99, 97, 110, 94
49) CCCn1c(=O)[nH]c2c(c1=O)C(c1cccc(OC)c1)c1c([nH]c(=O)n(CCC)c1=O)N2
  112, 98, 94, 103, 105, 98, 94, 118, 111
50) Cc1ccc(S(=O)(=O)OC2COC(OCc3ccccc3)C(OS(=O)(=O)c3ccc(C)cc3)C2O)cc1 (configuration not stated)
  109, 93, 101, 104, 98, 90, 84, 108, 75
51) O=C(COc1ccc(Cl)cc1)OCc1ccc(Cl)cc1
  113, 105, 99, 104, 105, 102, 104, 109, 98
52) CCOC(=O)c1c(Nc2ccccc2)nn2c(N)c(C#N)c(-c3ccc(OC)cc3)nc12
  66, 43, 52, 62, 66, 71, 66, 101, 77
53) COc1ccc(-n2ccnc2SCC(=O)Nc2cc(C)ccc2C)c(OC)c1
  80, ·, 98, 86, 85, 87, 78, 86, 91
54) O=C(Nc1ccc(NC(=O)c2ccc(-n3c(=O)[nH]c4ccccc4c3=O)cc2)cc1)c1ccc(-n2c(=O)[nH]c3ccccc3c2=O)cc1
  107, 107, 97, 85, 102, 99, 110, 85, 94
55) Nc1ccc2c(c1)C(=O)C(=O)c1c-2nc2ccccn12
  -91*, -68*, -33*, 27, 8.2*, 9.1*, 24, -20*, 9.2*
56) O=S1(=O)CC(Br)C(Br)C1 (configuration not stated)
  129&72, 100&111, 99&98, 129&109, 89&63, 97&98, 93&86, 76&50, 97&99
57) O=C(COc1cc(Cl)c(Cl)cc1Cl)Nc1ccc([N+](=O)[O-])cc1Cl
  121, 98, 103, 110, 110, 104, ·, 115, 100
58) CNc1nnc(-c2sc3nnc(-c4ccccc4)c(-c4ccccc4)c3c2O)s1
  135, 92, 109, 106, 104, ·, ·, 116, 105
59) C/C=C\C(=O)N(c1ccc(N(C(=O)/C=C/C)C(C)CC)cc1)C(C)CC (configuration not stated)
  107, 100, 101, 102, 99, 91, 87, 100, 101
60) O=C(OCc1ccc2c(Cl)cc(Cl)c(O)c2n1)N1CCN(C(=O)c2cc3cc(F)ccc3[nH]2)CC1
  -10*, 25, -20*, 31, 7.6*, 8.1*, 16, -44*, 50

Excerpt: entries 54 to 60
Results follow in this order: DU-145, SF-295, SF-539, SF-268, OVCAR-8, U251, PC-3, OVCAR-3, SNB-19
54) O=C(Nc1ccc(NC(=O)c2ccc(-n3c(=O)[nH]c4ccccc4c3=O)cc2)cc1)c1ccc(-n2c(=O)[nH]c3ccccc3c2=O)cc1
  107, 107, 97, 85, 102, 99, 110, 85, 94
55) Nc1ccc2c(c1)C(=O)C(=O)c1c-2nc2ccccn12
  -91*, -68*, -33*, 27, 8.2*, 9.1*, 24, -20*, 9.2*
56) O=S1(=O)CC(Br)C(Br)C1 (configuration not stated)
  129&72, 100&111, 99&98, 129&109, 89&63, 97&98, 93&86, 76&50, 97&99
57) O=C(COc1cc(Cl)c(Cl)cc1Cl)Nc1ccc([N+](=O)[O-])cc1Cl
  121, 98, 103, 110, 110, 104, ·, 115, 100
58) CNc1nnc(-c2sc3nnc(-c4ccccc4)c(-c4ccccc4)c3c2O)s1
  135, 92, 109, 106, 104, ·, ·, 116, 105
59) C/C=C\C(=O)N(c1ccc(N(C(=O)/C=C/C)C(C)CC)cc1)C(C)CC (configuration not stated)
  107, 100, 101, 102, 99, 91, 87, 100, 101
60) O=C(OCc1ccc2c(Cl)cc(Cl)c(O)c2n1)N1CCN(C(=O)c2cc3cc(F)ccc3[nH]2)CC1
  -10*, 25, -20*, 31, 7.6*, 8.1*, 16, -44*, 50

(further entries)
Results follow in this order: DU-145, SF-295, SF-539, SF-268, OVCAR-8, U251, PC-3, OVCAR-3, SNB-19
61) COC(=O)C1C2CC3C1C3C2C(=O)OC (configuration not stated)
  108, 98, 100, 101, 104, 92, 91, 100, 99
62) COC(=O)c1ccc2c(c1)C(=O)N(CCc1ccccc1)C2=O
  102, 102, 95, 98, 94, 91, 91, 103, 97
63) CC(C)NC(=O)[C@H](O)[C@@H](N)Cc1ccccc1
  106, 94, 103, 93, 105, 105, 108, 113, 102
64) CCOC(=O)CC(C(=O)OCC)n1c(O)c(/C=N/NC(=O)c2ccncc2)sc1=S (configuration not stated)
  107, 97, 98, 94, 101, 98, ·, 107, 98
65) CCCCCCCCCCCCCCCC(=O)OC/C=C(C)/C=C/C=C(C)/C=C/C1=C(C)CCCC1(C)C
  117, 102, 104, 114, 101, 93, 97, 111, 107
66) COc1cc(-c2nnc(SCC(=O)Nc3nc(-c4ccccc4)cs3)o2)cc(OC)c1OC
  101, 83, 85, 92, 86, 92, 79, 92, 94
67) CCCOc1cc(N)ccc1C(=O)OCCN(CC)CC
  111, 104, 107, 111, 103, 102, 94, 114, 110
68) CCCCCCCCn1ccc2cc(NC(=O)CN3CCN(c4nc(C)cc(N5CCCCCC5)n4)CC3)ccc21
  98, 102, 107, 104, 85, 81, 55, 104, 93
69) COc1ccc(/C=C2/SC(=O)N(CC(=O)N3CCN(c4cc5c(cc4F)c(=O)c(C(=O)O)cn5C4CC4)CC3)C2=O)cc1OC
  114, 97, 95, 102, 101, 105, 107, 111, 99
70) O=C(NO)Oc1cccc2ccccc12
  104, 113, 110, 96, 102, 109, 78, 85, 105
71) Cc1ccc(-c2cc(-c3ccc(Br)s3)[nH]c(=O)c2C#N)cc1
  103, 98, 102, 98, 105, 103, 103, 111, 96

Source: PubChem BioAssay (NCI)
